MITF TRPM1 inh = reduces MITF-dependent TRPM1 promoter luciferase signal | SK-MEL-5 TRPM1 promoter luciferase, 24 h | 0.83% of 330,000 active | inhibition, % at 12.5 µM;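 active means mean inhibition across replicates of 60% or more, whatever share of single replicates reaches that level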; further: values of inactives mirror those of a sister screen read the other way
PDI turbidity = PDI (human) enzyme inhibition; P07237; PDI insulin aggregation turbidity, A650, 90 min; inhibition, % at 10 µM; 0.052% of 350,000 active; AID 588391;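 active means mean inhibition across replicates of 30% or more, whatever share of single replicates reach that level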;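 further: absorbance from insulin aggregation driven by PDI reduction with DTT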
Target sequence (P07237 whole entry, looked up): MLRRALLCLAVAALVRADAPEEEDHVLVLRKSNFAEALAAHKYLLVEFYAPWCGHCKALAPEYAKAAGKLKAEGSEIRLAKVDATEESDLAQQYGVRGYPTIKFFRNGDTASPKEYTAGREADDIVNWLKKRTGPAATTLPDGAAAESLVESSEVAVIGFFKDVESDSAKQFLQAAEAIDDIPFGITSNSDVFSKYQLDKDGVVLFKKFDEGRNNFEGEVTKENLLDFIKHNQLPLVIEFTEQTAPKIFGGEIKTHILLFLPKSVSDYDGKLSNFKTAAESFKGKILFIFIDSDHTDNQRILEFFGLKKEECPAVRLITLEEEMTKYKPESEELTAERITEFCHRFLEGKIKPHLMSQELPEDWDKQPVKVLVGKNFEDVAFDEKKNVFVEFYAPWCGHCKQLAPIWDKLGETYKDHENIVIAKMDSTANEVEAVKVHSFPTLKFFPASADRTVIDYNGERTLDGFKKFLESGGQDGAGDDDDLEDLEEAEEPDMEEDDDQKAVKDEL
NR2E3 ag-1 = agonists of human nuclear receptor NR2E3. Q9Y5X4. AID 2300. inhibition of corepressor binding, % at 4.78 µM. 0.12% of 320,000 active. GST-NR2E3/biotin-RetCOR TR-FRET, 1536-well;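 active means percent inhibition above the cutoff of mean plus 3 SD of all tested compounds, set per screening campaign, cut at about 20% in these data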;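 further: 0% = DMSO wells and 100% = biotin wells as full block of FRET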
Target sequence (Q9Y5X4 whole entry, looked up): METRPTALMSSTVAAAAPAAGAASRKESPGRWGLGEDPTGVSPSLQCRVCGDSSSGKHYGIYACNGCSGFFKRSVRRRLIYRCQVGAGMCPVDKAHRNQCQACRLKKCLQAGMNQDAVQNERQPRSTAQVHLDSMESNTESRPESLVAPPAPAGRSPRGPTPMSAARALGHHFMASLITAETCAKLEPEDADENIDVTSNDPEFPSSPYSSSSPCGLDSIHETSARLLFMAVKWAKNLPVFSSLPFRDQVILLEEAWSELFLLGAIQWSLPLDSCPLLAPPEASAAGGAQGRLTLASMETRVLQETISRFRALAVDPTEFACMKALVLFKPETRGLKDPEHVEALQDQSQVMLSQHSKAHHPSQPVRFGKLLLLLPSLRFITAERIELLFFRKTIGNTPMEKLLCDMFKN
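Test system – NR2E3–RetCOR corepressor complex · Quantity – NR2E3 fusion 1.35 nM · Buffer or medium – Tris pH 7.5 · Incubation – Compound–protein incubation for 5 h at 4 °C · Technique – TR-FRET, Eu(K)-anti-GST donor, streptavidin-D2 acceptor, ex 340, em 617/671 nm · Evaluation – percent inhibition of 671/617 nm emission ratio versus biotin and DMSO controls · Plate – 1536-well format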
aDG glyco act = increases alpha dystroglycan glycosylation | Pro5-aDG cells, alpha-DG glycosylation AlphaScreen (IIH6); 0% Pro5, 100% B10-LARGE cell signal | activation, % at 10 µM | 0.22% of 360,000 active | AID 624168;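 active means activation of at least 8% versus controls, or a plate z-score of at least 8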;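 further: Pro5 are CHO cells carrying HIG-tagged alpha-DG that lacks glycosylation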
NR2E3 ag-2 = activates human NR2E3 receptor; inhibition of corepressor binding, % at 3.98 µM; AID 602229; CHO-S Gal4-NCOR/VP16-NR2E3 two-hybrid, luciferase; Q9Y5X4; 0.35% of 360,000 active;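 active means inhibition above the mean of all tested compounds plus 3 SD, cut at about 70% in these data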;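 further: 0% = DMSO with NR2E3 transfected cells and 100% = cells lacking NR2E3 construct; higher means lower luciferase signal from less NR2E3 corepressor binding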
Peg3 prom inh = reduces Peg3 promoter-driven luciferase expression in HeLa | inhibition, % at 20 µM | HeLa PEG-Prom luciferase reporter, luminescence, overnight | 1.7% of 360,000 active;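 active means inhibition of at least 50% at 20 µM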
CaV13 ICDI inh = Primary screen for inhibitors of IQ motif and Ca2+-dependent inactivation inhibitor domain binding in CACNA1D, Förster resonance energy transfer in living cells, … | HEK cells, CFP/YFP FRET ICDI-IQ, plate reader, 10 min; percent FRET-ratio fall versus neutral wells | inhibition, % at 12.3 µM | 0.098% of 340,000 active;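 active means mean replicate inhibition of at least 30% and at least 1% of replicates passing that level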;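 further: 0% = median of the neutral control wells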
Exocytosis inh = blocks lytic granule exocytosis; TALL-104 LAMP-1 surface exposure, flow cytometry; cells stimulated with thapsigargin and PMA; inhibition, % at 10 µM; 0.66% of 360,000 active;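 active means inhibition above about 55%, limit read from the data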
Vif inh = HIV Vif inhibition; HEK293T cells, Vif self-association by quenched fluorescence, imaging, 24 h; inhibition, % at 7.49 µM; AID 602346; 0.35% of 340,000 active; in the data active means inhibition above about 50%, passing the limit was not always enough; further: some results filed as inactive read as strong as hits
iPSC survival up = hiPSC single-cell survival enhancement | ATPlite luminescence; 100% = ROCK inhibitor wells, 0% = DMSO | survival enhancement, % at 20 µM | 0.044% of 360,000 active; in the data active means survival enhancement above about 18%;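 further: cells exposed to compounds for 16 hours before the ATP read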
HIF-2a block = HIF-2a inhibition; 786-0 RCC cells HIF-2a reporter, luciferase luminescence, overnight; inhibition, % at 18.8 µM; 0.72% of 360,000 active;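 active means inhibition of the luminescence signal of 40% or more relative to plate controls, in a single-dose primary screen at 18.75 µM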
* hit, by the source's call; . = not tested or not shown.

Order of values: MITF TRPM1 inh | CaV13 ICDI inh | NR2E3 ag-2 | Vif inh | Peg3 prom inh | Exocytosis inh | HIF-2a block | PDI turbidity | aDG glyco act | NR2E3 ag-1 | iPSC survival up
- O=C(COC(=O)c1ccc(S(=O)(=O)NCc2ccco2)cc1)NCc1ccc(F)cc1
    -12 | -2 | 17 | 8 | 6 | 0 | 13 | 1 | -0.2 | 3 | 3.2
- CCCCNC(=O)C[C@@H]1C[C@@]2(C(=O)OC)CCCCC=C2N(Cc2cccc3ccccc23)C1=O
    . | -5 | -20 | . | . | 1 | 1 | . | 2.9 | . | 0.5
- CC(C)CCc1noc(CN(CC2CCC2)CC2CCCO2)n1 (configuration not stated)
    4 | 1 | 11 | -4 | 3 | 1 | 15 | 3 | -0.1 | -4 | -0.7
- COc1cc(OC)nc(S(C)(=O)=O)n1
    20 | -2 | -19 | -8 | 9 | 0 | 19 | -4 | 0.6 | 3 | 0.1
- CCOC(=O)c1cc(S(=O)(=O)Nc2ccc(F)cc2F)cn1C
    6 | -14 | 15 | -5 | 3 | 0 | -3 | -1 | 0.1 | 2 | 0.4
- COC(=O)COc1c(Cl)cc(C(c2c(C)[nH][nH]c2=O)c2c(C)[nH][nH]c2=O)cc1OC
    7 | -18 | 7 | 10 | 2 | 8 | 13 | 7 | 0.0 | . | 0.0
- CC1(C(=O)OCC(=O)Nc2ccccc2)CC1(Cl)Cl (configuration not stated)
    -51 | -6 | 4 | 12 | -97 | -6 | -92 | -1 | -0.1 | -2 | -0.7
- O=[N+]([O-])c1ccc(N/N=C/c2sc(N3CCOCC3)nc2-c2ccccc2)c(S(=O)(=O)Nc2ccccc2Cl)c1
    65* | -7 | -20 | 8 | 68* | 2 | 31 | -4 | -0.7 | . | -1.6
- COc1ccc(NC(=O)CSc2ccccc2)cc1S(=O)(=O)N1CCOCC1
    10 | -7 | -1 | -9 | -13 | -2 | -6 | 1 | -0.5 | 0 | -0.1
- O=C(O)CSc1nc(-c2ccccc2)nc2c1CCCC2
    -1 | 0 | -16 | 5 | 15 | -7 | 9 | 4 | 0.0 | 4 | -0.8
- Cc1ccccc1NC(=O)c1c(-c2ccccc2)noc1C
    -7 | -7 | 3 | -2 | -2 | -1 | 9 | -2 | 0.1 | -4 | -2.9
- COCCc1nnc(NC(=O)C23CC4CC(CC(C4)C2)C3)s1
    -9 | -1 | 7 | -4 | -37 | -1 | -18 | 8 | 0.0 | -1 | 0.1
- CCCCC(=O)Nc1ccc(NC(=O)c2ccc(C)c([N+](=O)[O-])c2)cc1OC
    -11 | -4 | -20 | -5 | -2 | -1 | -6 | -7 | 0.1 | 4 | 0.3
- NC(=O)c1cc2cc(Br)ccc2o/c1=N/NC(=O)c1cccc(F)c1
    -35 | -16 | -10 | -7 | 5 | -7 | 3 | -24 | 0.1 | . | -0.3
- Cc1sc2nc(SCC(=O)NCc3ccco3)n(CCc3ccccc3)c(=O)c2c1C
    2 | -6 | -9 | -4 | 14 | 4 | -9 | -3 | 0.1 | 4 | -1.9
- O=C(CN(C1CCCCC1)S(=O)(=O)c1ccccc1)NCC1CCCO1 (configuration not stated)
    3 | -7 | -6 | 1 | 19 | -5 | 14 | -12 | 0.0 | . | -0.4
- COc1ccc(C(C)=O)cc1CN1C(=O)NC2(CCCCC2)C1=O
    9 | -3 | -2 | -4 | 16 | 3 | 17 | -10 | -0.1 | 2 | 2.7
- Cc1nn(-c2ccccc2)c(C)c1/C=C1\C(=O)N(C)C(=S)N1C
    -4 | 4 | -2 | 2 | 7 | -4 | 3 | 1 | -0.1 | -1 | -0.6
- Cc1ccccc1NC(=O)c1ccc(CN2CC(=O)N3CCCCC3C2=O)cc1 (configuration not stated)
    -5 | -3 | 8 | 9 | 15 | 0 | 2 | . | 0.2 | 5 | -2.9
- COc1ccc(C)cc1NC(=O)COC(=O)CCC(=O)c1cccs1
    -8 | -6 | -35 | 7 | 10 | 4 | 3 | -5 | -0.1 | 0 | -4.2
- CCc1ccc(N(CC(=O)Nc2ccc(OC)cc2OC)S(C)(=O)=O)cc1
    -16 | . | -3 | 0 | -27 | 3 | -42 | 25 | 0.4 | 1 | -1.5
- C=CCc1cccc(OC)c1OCCOCCNCCO
    14 | -4 | -13 | 2 | 7 | -2 | 5 | -5 | 0.0 | 0 | -2.5
- Brc1ccc(N=Nc2ccc3ccccc3n2)cc1
    55 | -18 | -6 | 4 | 73* | -22 | 62* | -6 | -0.3 | 1 | -0.6
- CCOC(=O)c1ccc(NC(=O)NNC(=O)CCc2ccc(OC)cc2)cc1
    1 | . | -20 | 1 | -1 | -1 | 10 | -3 | -0.3 | . | -0.2
- COc1ccccc1-c1cc(NC=O)c2ncc(-c3ccc(S(C)(=O)=O)cc3)n2c1
    . | -11 | 14 | 8 | 25 | -2 | -32 | -6 | -0.5 | . | 1.2
- Cc1ccc(NC(=O)C2CCCN2C(=O)Oc2ccccc2)cc1 (configuration not stated)
    11 | -4 | -12 | 3 | 7 | 4 | 5 | 7 | 0.1 | 0 | 10
- CC(C)(C)n1cnc2cc(NCc3ccc(Br)cc3)ccc21
    -68 | -4 | -82 | 1 | -291 | 42 | -249 | -2 | 0.5 | 2 | -0.4
- O=S(Cc1ccc(Cl)cc1)c1ccccc1 (configuration not stated)
    -11 | -10 | 3 | 4 | -41 | -4 | -68 | -3 | -0.1 | . | 2.6
- CC(=O)N1CCOc2ccc(S(=O)(=O)Nc3cccc(C)c3)cc21
    13 | -12 | 5 | -4 | 8 | -1 | 18 | 5 | 0.3 | 0 | -0.2
- O=C(Nc1ccc2c(c1)OCO2)c1cc(C2CCCCN2C(=O)c2ccc3c(c2)CCO3)on1 (configuration not stated)
    . | -5 | -42 | 13 | 19 | 4 | 4 | 1 | 0.0 | . | -2.7
- CCc1ccc(NC(=O)CSc2nc(=O)n(CCCN3CCOCC3)c3c2CCCC3)cc1
    4 | -6 | -3 | -9 | -18 | 1 | 7 | 8 | 2.5 | 0 | 1.0
- Cc1cccc(NS(=O)(=O)c2cc(C(=O)N3CCCC3)ccc2Cl)c1
    -2 | -14 | 4 | -11 | 8 | -3 | 5 | -3 | -0.3 | -1 | 2.3
- O=C(CN1CCc2ccccc2C1)Nc1ccccc1Cl
    -6 | -4 | 3 | 2 | -11 | -7 | -15 | 1 | 0.2 | 0 | -0.3
- CCOC(=O)c1c(-c2ccccc2)csc1N1C(=O)Nc2ccccc2N1O
    3 | -16 | 15 | . | 12 | 0 | 28 | 4 | -0.4 | 4 | -0.5
- CN1C/C(=C/c2cccnc2)C(=O)/C(=C/c2cccnc2)C1
    100* | -16 | 24 | -2 | 87* | 24 | 33 | 0 | 0.0 | -3 | 24*
- Cc1c(Br)cccc1NC(=O)C1(C)CCN1C(C)C (configuration not stated)
    . | -5 | -32 | -3 | 12 | -29 | 4 | -4 | 0.0 | . | -1.3
- COc1ccc(C(=O)/C=C/c2cc(OC)c(O)c(OC)c2)c(F)c1
    20 | -4 | -15 | 20 | 45 | 5 | 35 | 9 | 0.4 | -1 | -0.8
- CCOC(=O)C(C)N(c1ccccc1Cl)S(C)(=O)=O (configuration not stated)
    -7 | -2 | -2 | -2 | -1 | 9 | 7 | 4 | -0.5 | -2 | -1.5
- O=C(Nc1ccnn1C1CCN(C(=O)c2ccc(C(F)(F)F)cc2)CC1)C1CC1
    -4 | -3 | -3 | 13 | -29 | 7 | -10 | -3 | 0.0 | -2 | 0.5
- COc1cccc(NC(=O)C(C)C)c1
    -13 | -10 | 0 | -4 | -4 | -3 | 5 | 6 | 0.2 | 1 | -0.7
- COc1cccc(N2CCN(c3ccc([N+](=O)[O-])cn3)CC2)c1
    15 | -18 | 3 | -10 | -23 | -6 | -25 | -10 | 3.4* | 0 | 1.9
- CCCOc1cccc(C(=O)N(Cc2ccccc2)C2CCS(=O)(=O)C2)c1 (configuration not stated)
    -8 | -3 | -19 | 16 | 16 | -6 | 9 | -9 | 0.0 | 5 | -0.5
- CSc1ccc(CCNS(=O)(=O)c2ccc3c(c2)C(C)(C)C(=O)N3C)cc1
    -10 | -2 | 6 | -10 | 19 | 0 | 10 | 1 | -0.4 | 0 | 0.3
- C[N+](C)(C)CCCC(=O)c1ccc2c(c1)OCO2
    2 | -5 | 0 | 5 | 8 | -2 | 9 | 17 | 0.7 | 2 | -0.5
- CSc1nc(C)c(Cl)c(C)c1C#N
    -2 | -4 | -6 | 12 | 1 | 2 | 7 | 1 | 0.0 | 1 | -4.7
- COc1ccc(-c2n[nH]c(=S)n2Cc2ccccc2)cc1OC
    1 | -20 | 6 | 10 | 13 | -4 | 14 | 0 | 0.2 | 3 | -0.2
- CN(Cc1ccccc1)C(=O)c1cn(C)c2ccc(S(=O)(=O)N3CCCC3)cc2c1=O
    2 | -3 | -14 | -4 | -15 | -10 | 6 | 2 | -0.3 | 2 | 0.6
- Cc1cc(C)cc(OCC(=O)OCC(=O)Nc2ccc(Cl)cn2)c1
    5 | . | 17 | 26 | 7 | 3 | 13 | 5 | 0.0 | 1 | 0.0
- O=C(OC(C(=O)NC1CCCC1)c1ccncc1)C1=Cc2ccccc2OC1 (configuration not stated)
    -16 | -4 | -24 | 8 | 11 | 1 | 5 | -2 | 0.2 | 2 | -3.2
- O=C(O)c1cccc(NC(=S)NC(NC(=O)c2ccccc2[N+](=O)[O-])C(Cl)(Cl)Cl)c1 (configuration not stated)
    -1 | -3 | -18 | -1 | 0 | 1 | 15 | 7 | -0.1 | 2 | 2.2
- COC(=O)[C@H](C)NC(=O)NCCC1=CCCCC1
    -2 | -2 | -15 | -7 | 6 | 6 | 6 | -13 | 0.0 | -2 | 0.8
- CCCC(=O)Oc1cccc(C2NC(=O)c3ccccc3O2)c1 (configuration not stated)
    0 | -3 | -3 | -6 | -5 | -1 | 4 | 4 | -0.1 | 2 | -0.7
- CCCCCC(C)NC(=O)CN1C(=O)NC(C)(c2ccc3ccccc3c2)C1=O (configuration not stated)
    19 | . | 8 | -23 | 22 | 0 | 16 | -3 | 0.2 | 0 | -0.2
- O=C(NCCCn1ccnc1)c1cc(C2CC2)on1
    10 | -7 | -4 | . | -2 | -1 | 10 | 9 | -0.2 | 2 | -1.3
- COc1ccc(NC(=O)O/N=C/c2ccc(N(C)C)cc2)cc1
    -32 | -17 | -46 | 23 | -99 | 18 | -216 | 1 | -0.2 | -1 | 0.3
- Cc1ncoc1C(=O)N1CCCC(N2CCN(c3cccc(C(F)(F)F)c3)CC2)C1 (configuration not stated)
    7 | -2 | -3 | -8 | -4 | -2 | 5 | 0 | -0.1 | 4 | -0.4

Bioassay records as filed in PubChem.
